PV pol inh = inhibitors of poliovirus RNA polymerase binding and polymerization; P03300; poliovirus polymerase elongation, fluorescence polarization; hits give low values; % elongation, % (compound at 16.7 µg/mL); 150,000 compounds, 0.66% hits; AID 588519; in the data active means % elongation below about 90%; further: some results filed as inactive read as strong as hits
Target sequence (P03300 1749-2209 limits assumed): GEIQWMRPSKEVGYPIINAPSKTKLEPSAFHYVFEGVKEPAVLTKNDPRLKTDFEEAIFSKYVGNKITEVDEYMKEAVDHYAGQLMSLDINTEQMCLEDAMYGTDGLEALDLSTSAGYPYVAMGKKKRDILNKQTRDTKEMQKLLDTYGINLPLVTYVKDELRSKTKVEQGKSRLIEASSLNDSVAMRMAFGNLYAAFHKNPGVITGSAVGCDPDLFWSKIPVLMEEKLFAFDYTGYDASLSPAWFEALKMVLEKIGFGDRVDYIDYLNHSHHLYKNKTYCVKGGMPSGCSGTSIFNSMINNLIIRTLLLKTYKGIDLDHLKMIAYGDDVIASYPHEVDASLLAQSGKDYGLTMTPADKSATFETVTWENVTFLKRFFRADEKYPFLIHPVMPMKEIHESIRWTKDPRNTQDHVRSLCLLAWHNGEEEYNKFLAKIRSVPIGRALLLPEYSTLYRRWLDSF
PV pol inh FP z-score = second read-out of PV pol inh, no call of its own (marks repeat the call); z-score; measured here: FP z-score; hits read low
* hit, by the source's call. Some of the compounds tested; the hit share may differ from the screen's.

Each structure is followed by: PV pol inh, PV pol inh FP z-score
> CN(Cc1ccccc1)C(=O)C1CCN(S(C)(=O)=O)CC1
→ 102, 0.1
> Cc1ccc(SCC(=O)N/N=C/c2ccco2)cc1
→ 102, 0.4
> CC(C#N)Sc1nc2ccc(Br)cc2c(=O)n1Cc1ccco1 (stereo not drawn)
→ 102, -0.1
> CC(=O)n1c2c(c3ccccc31)OC(N)=C(C#N)C2c1ccc(Cl)cc1Cl (stereo not drawn)
→ 99, -0.4
> N#C/C(=C\c1cccc(F)c1)c1nc(-c2cc3ccccc3oc2=O)cs1
→ 106, 0.4
> COc1ccc(NS(=O)(=O)c2cc3c(cc2C)NC(=O)CO3)cc1
→ 102, 0
> O=C(c1cc(-c2ccccc2)on1)N1CCCC1
→ 101, -0.3
> Cc1ccc(NC(=O)c2cc3c(-c4ccccc4)nn(-c4ccccc4)c3s2)cc1
→ 106, 0.3
> CCC(Oc1ccccc1)C(=O)Nc1cc(-c2ccccc2F)nn1-c1ccccc1 (stereo not drawn)
→ 101, -1.5
> CCOC(=O)C1=C(CN2CCCCC2)NC(=O)NC1c1ccc(C)cc1 (stereo not drawn)
→ 111, 1
> NCCC(=O)N1c2ccccc2Sc2ccc(Cl)cc21
→ 102, -0.1
> c1ccn2cc(CN3CCCCC3)nc2c1
→ 94, -1.5
> COC(=O)c1ccsc1NC(=O)CN1CCN(S(=O)(=O)c2ccc(Cl)cc2)CC1
→ 103, 0.4
> CCOC1(c2ccccc2)OC(=O)c2ccccc21 (stereo not drawn)
→ 106, 1.2
> NNC(=O)CNC(=O)c1ccc(S(=O)(=O)N2CCOCC2)cc1
→ 100, -0.3
> N#CC1=C(N)C(C#N)(C#N)C(c2ccccc2)C2=C1CCCC2 (stereo not drawn)
→ 104, 0.1
> COc1ccc(CCNC(=O)CCc2nnc3n(CCC(C)C)c(=O)c4ccccc4n23)cc1OC
→ 102, 0.3
> Nc1sc2c(c1C(=O)O)CCCC2
→ 102, 0.1
> CCN(CC)C(=O)C(c1ccccc1)c1ccccc1
→ 105, 0.2
> Oc1ccc(C2C=CCC2)cc1 (stereo not drawn)
→ 98, -0.1
> O=S(=O)(c1cccc(C(F)(F)F)c1)N1CN2CN(C1)CN(S(=O)(=O)c1cccc(C(F)(F)F)c1)C2
→ 100, -0.1
> CCCCN=c1sc(C(=O)OC)cc(=O)n1CCCC
→ 100, 0.1
> CC1CC(=O)Nc2ccccc2N1C(=O)COC(=O)c1n[nH]c(=O)c2ccccc12 (stereo not drawn)
→ 105, -0.7
> O=C(COC(=O)c1ccc(N2CCCC2=O)cc1)NCc1ccco1
→ 100, -0.1
> O=C(CCN=C1NS(=O)(=O)c2ccccc21)N1CCN(c2ccc(C(F)(F)F)cn2)CC1
→ 98, -1.1
> CC1(C)CC(=O)C2C(=Nc3ccccc3N=C2c2ccccc2)C1 (stereo not drawn)
→ 109, 0.4
> Cc1cccc(-c2nc3cc(NC(=O)Cc4ccc(Cl)cc4)ccc3o2)c1
→ 109, 0.4
> CCc1ccc(S(=O)(=O)c2nnn3c2nc(N2CCN(c4ccccc4)CC2)c2cc(Cl)ccc23)cc1
→ 107, 0.6
> Cc1nn(CCCC(=O)NC2CCCC2)c(=O)c2nccn12
→ 100, -0.2
> COc1cccc(OC)c1C(=O)Nc1ccc2c(c1)N(C(C)=O)CCC2
→ 109, 0.5
> COc1ccc(OC)c(Nc2ncnc3c2cnn3-c2ccc(C)cc2)c1
→ 105, -0.4
> O=C(NC(=O)N1CCSC1)c1c(F)cccc1Cl
→ 110, 0.7
> O=C(NC1=NCCS1)C(c1ccccc1)c1ccccc1
→ 102, 0.2
> COc1cccc(CC(=O)Nc2c(C(=O)N3CCN(c4ccccc4)CC3)oc3ccccc23)c1
→ 105, -0.5
> O=C(Cc1cn2ccsc2n1)N/N=C1\CCc2ccccc21
→ 101, 0.1
> COc1ccc(NC(=O)c2c(C)oc3ccc(O)c(CN4CCN(C)CC4)c23)cc1
→ 102, 0.2
> CCC1(CC)Cc2ccccc2-c2nc(NCCCO)[nH]c(=O)c21
→ 100, -0.2
> O=C(C1CCC1)N1CCc2cc(S(=O)(=O)NCCN3CCCC3)ccc21
→ 103, 0.4
> COc1ccc(C2=Nn3c(nc4sc5c(c4c3=O)CCCC5)SC2)cc1
→ 109, 0.8
> CCOc1ccc(N(CC)S(=O)(=O)N2CCCC(C(=O)O)C2)cc1 (stereo not drawn)
→ 99, -1.5
> Cc1nc(C(=O)N/N=C/c2[nH]ncc2Cl)cs1
→ 103, 0.4
> CC1=Nc2ncnn2C(c2ccccc2)/C1=N\O (stereo not drawn)
→ 102, 0.1
> CCC1CN(C(=O)NC2CCCC2)c2ccccc2O1 (stereo not drawn)
→ 101, -0.4
> CCC(C(=O)N1CCN(CC)CC1)c1ccccc1 (stereo not drawn)
→ 101, 0.2
> CCS(=O)(=O)c1ncc(Cl)c(C(=O)N2CCN(c3cccc(Cl)c3)CC2)n1
→ 113, -0.1
> O=C(O)c1cccnc1SC1CC(=O)N(C2CCCC2)C1=O (stereo not drawn)
→ 99, -1.1
> CCOc1ccc2c(c1)C(=O)c1cc(OCC)ccc1-2
→ 99, -1
> COc1cccc(/C=C/C(=O)Nc2ccc3nc(N4CCN(C)CC4)cc(C)c3c2)c1OC
→ 99, -2
> COC(=O)CC1Oc2ccccc2-n2cc(-c3ccc(C)cc3)nc21 (stereo not drawn)
→ 105, 0.2
> Nc1nc(COc2ccccc2)cs1
→ 102, 0.4
> Cc1cccc(C)c1Nc1c(-c2cccs2)nc2ncccn12
→ 115, 0.8
> COC(=O)c1nc(NC2=NCCCCC2)n[nH]1
→ 105, 0.2
> Cc1ccc(-c2nc(C)c(CCNC(=O)C(=O)Nc3cc(C)ccc3C)s2)cc1
→ 109, 0.3
> CCOc1ccc(C2CC(=O)c3c([nH]c(C(=O)OCCOc4ccccc4)c3C)C2)cc1 (stereo not drawn)
→ 98, -1.9
> COc1ccccc1N1CCN(c2ncnc3c2cnn3C)CC1
→ 107, 0
> O=C(CSc1cccc[n+]1[O-])NCC1CCCCC1
→ 105, 0.4
> CCCC(=O)Nc1ccc2c(c1)nc(CN1CCN(C(=O)OCC)CC1)n2C(C)C
→ 101, -0.2
> CCO/N=C/c1c[nH]c2c(CC)cccc12
→ 100, -0.5
> COc1cc(C2C(C#N)=C(C)Nc3oc(C)nc32)ccc1OCCN1CCOCC1 (stereo not drawn)
→ 104, 0.3
> O=C(CCN1CCOCC1)N1c2ccccc2Sc2ccc(Cl)cc21
→ 100, -0.4

Remaining list, next part.
Each structure is followed by: PV pol inh, PV pol inh FP z-score
> CCOC(=O)N1CCN(C(=O)CN(c2ccc(C)cc2C)S(=O)(=O)c2ccccc2)CC1
→ 105, 0.1
> COc1cccc(N2CCN(C(=O)C3CCC(CNS(=O)(=O)c4ccc(Br)s4)CC3)CC2)c1 (stereo not drawn)
→ 103, -1.4
> NC(=O)CN1CCN(Cc2cccc3ccccc23)CC1
→ 100, -0.9
> CCCCNC(=O)Nc1sccc1C#N
→ 101, -0.5
> CCC1CN(C(=O)N2CCC(C(=O)NCc3cc(OC)c(OC)c(OC)c3)CC2)c2ccccc2O1 (stereo not drawn)
→ 111, 0.7
> O=C(CC(=O)NC1CCCCC1)NC1CCCCC1
→ 99, -0.3
> Cn1c(=O)c2c(nc(N3CCOCC3)n2Cc2ccccc2Cl)n(C)c1=O
→ 110, -0.2
> CN1C(C(=O)NCC2CCCO2)=CC(c2cccs2)=NS1(=O)=O (stereo not drawn)
→ 103, 0
> NCCN1C(=O)S/C(=C/c2cccs2)C1=O
→ 109, 0.5
> COc1ccc(N=C2SC(C(=O)O)CC(=O)N2C)cc1 (stereo not drawn)
→ 102, -0.1
> COCCCNc1oc(-c2ccccc2)nc1S(=O)(=O)c1ccccc1
→ 101, 0.3
> COc1ccc(/C=C/C(O)=C2/C(=O)N(C)C34CCCC3C2c2ccccc2O4)cc1 (stereo not drawn)
→ 102, 0.2
> CC1C/C(=C/c2ccco2)C(=O)/C(=C/c2ccco2)C1 (stereo not drawn)
→ 77, -3.2
> N#Cc1ccccc1OCCCn1cnc2ccccc2c1=O
→ 104, 1
> CCC(=O)Nc1cccc(C(=O)Nc2cc(C)on2)c1
→ 103, 0.3
> CC(CO)(CO)NC(=S)Nc1ccc(F)c(Cl)c1
→ 107, 0.6
> CCn1c(CSc2nc3ccccc3s2)nnc1SCC(=O)c1ccc(O)c(O)c1
→ 108, 0.5
> CCOc1ccc(C(=O)NC(C)c2ccccc2)cc1 (stereo not drawn)
→ 105, 0.2
> CC(=O)NC(=S)N1CCCc2ccccc21
→ 99, -0.2
> CCN(c1ccc(C)cc1C)S(=O)(=O)c1nnc(NC(=O)c2ccc(F)cc2)s1
→ 110, 0.5
> CC(Cc1cccs1)C(=O)O (stereo not drawn)
→ 100, -0.6
> Cn1/c(=N/N=C/c2ccc(N3CCOCC3)cc2)sc2ccccc21
→ 105, 0.3
> CC(NC(=O)c1ccc(C(=O)NC(C)c2ccccc2)s1)c1ccccc1 (stereo not drawn)
→ 101, -0.2
> CCCNC(=O)c1ccc2c(c1)N(Cc1ccccc1)C(=O)c1ccccc1S2=O (stereo not drawn)
→ 99, -1
> Cc1cc(C)cc(NC(=O)N(CCC(=O)O)Cc2ccccc2)c1
→ 101, -0.1
> COC(=O)Cn1ncc(N2CCc3ccccc3C2)c(Cl)c1=O
→ 100, 0
> O=C(NCCc1csc(-c2ccc(C(F)(F)F)cc2)n1)c1ccccc1Cl
→ 107, -0.1
> O=C(NCCC1=CCCCC1)c1ccccc1
→ 103, 0.2
> CN1CCN(c2csc3ccc(F)cc3c2=O)CC1
→ 106, 0.1
> CCOC(=O)c1c(CSC(=N)N)n(-c2ccc(OC)cc2)c2cc(Br)c(OC(C)=O)cc12
→ 100, -0.2

As a working copy, part of the list above:
Each structure is followed by: PV pol inh, PV pol inh FP z-score
> CCC(Oc1ccccc1)C(=O)Nc1cc(-c2ccccc2F)nn1-c1ccccc1 (stereo not drawn)
→ 101, -1.5
> CCOC(=O)C1=C(CN2CCCCC2)NC(=O)NC1c1ccc(C)cc1 (stereo not drawn)
→ 111, 1
> NCCC(=O)N1c2ccccc2Sc2ccc(Cl)cc21
→ 102, -0.1
> c1ccn2cc(CN3CCCCC3)nc2c1
→ 94, -1.5
> COC(=O)c1ccsc1NC(=O)CN1CCN(S(=O)(=O)c2ccc(Cl)cc2)CC1
→ 103, 0.4
> CCOC1(c2ccccc2)OC(=O)c2ccccc21 (stereo not drawn)
→ 106, 1.2
> NNC(=O)CNC(=O)c1ccc(S(=O)(=O)N2CCOCC2)cc1
→ 100, -0.3
> N#CC1=C(N)C(C#N)(C#N)C(c2ccccc2)C2=C1CCCC2 (stereo not drawn)
→ 104, 0.1
> COc1ccc(CCNC(=O)CCc2nnc3n(CCC(C)C)c(=O)c4ccccc4n23)cc1OC
→ 102, 0.3
> Nc1sc2c(c1C(=O)O)CCCC2
→ 102, 0.1
> CCN(CC)C(=O)C(c1ccccc1)c1ccccc1
→ 105, 0.2
> Oc1ccc(C2C=CCC2)cc1 (stereo not drawn)
→ 98, -0.1
> O=S(=O)(c1cccc(C(F)(F)F)c1)N1CN2CN(C1)CN(S(=O)(=O)c1cccc(C(F)(F)F)c1)C2
→ 100, -0.1
> CCCCN=c1sc(C(=O)OC)cc(=O)n1CCCC
→ 100, 0.1
> CC1CC(=O)Nc2ccccc2N1C(=O)COC(=O)c1n[nH]c(=O)c2ccccc12 (stereo not drawn)
→ 105, -0.7
> O=C(COC(=O)c1ccc(N2CCCC2=O)cc1)NCc1ccco1
→ 100, -0.1
> O=C(CCN=C1NS(=O)(=O)c2ccccc21)N1CCN(c2ccc(C(F)(F)F)cn2)CC1
→ 98, -1.1

The list continues:
Each structure is followed by: PV pol inh, PV pol inh FP z-score
> NC(=O)C(Cc1ccccc1)NC(=O)C12CC3CC(CC(C3)C1)C2 (stereo not drawn)
→ 103, -0.2
> CSc1ccc(C=Nc2ccc(C)c(C)c2)cc1
→ 104, 0.1
> COc1ccc(-n2nc3c(N4CCC(C(=O)NCc5ccccc5C)CC4)nnc(C)c3c2C)cc1
→ 102, -0.7
> Cc1ccc(Nc2nc(N)nc(CN3CCN(S(=O)(=O)c4ccc5c(c4)CCC5)CC3)n2)cc1
→ 103, 0.1
> COc1ccccc1N1CCN(C(=O)CSc2nc3ccccc3nc2Cc2ccccc2)CC1
→ 107, 0.3
> CC1=C(C#N)C(c2ccc(Cl)cc2)C(C(=O)Nc2ccccc2)=C(C)N1 (stereo not drawn)
→ 101, -0.2
> COC(=O)c1c(O)c2ccccc2[nH]c1=S
→ 102, 0.2
> COCCn1cnc2c1c(=O)n(Cc1ccc(Br)cc1)c(=O)n2Cc1ccccc1
→ 100, -0.3
> CCOc1ccc(C2C=C(N)Oc3nc(COC)[nH]c32)cc1OC (stereo not drawn)
→ 106, 0.4
> Cc1ccc(C2=NN(C(=O)COC(=O)C3CCN(S(=O)(=O)c4cccs4)CC3)C(c3ccco3)C2)cc1 (stereo not drawn)
→ 104, 0.3
> COc1cc(OC)c(NC(=O)C2=C(C)C(=O)OC23CCCCC3)cc1Cl
→ 107, 0.6
> CC1(C)CC(=O)C2=C(C1)Nc1ccc3ncccc3c1C2c1ccc(O)c(O)c1 (stereo not drawn)
→ 101, -0.4
> Cc1ccc(-c2ccc(=O)n(CC(=O)NC(C)c3ccccc3)n2)cc1 (stereo not drawn)
→ 105, -1.4
> COCCCn1c(=O)c2sccc2n2c(CCCC(=O)NCc3cccc(OC)c3)nnc12
→ 118, 0.3
> COC(=O)C1CNCCS1 (stereo not drawn)
→ 103, 0.1
> O=C(O)c1ccc2cc[nH]c2c1
→ 102, -0.3
> Cc1ccc(S(=O)(=O)NC2(C(F)(F)F)NC(=O)N(c3ccc(F)cc3)C2=O)cc1 (stereo not drawn)
→ 102, -0.1
> O=C(O)c1ccccc1-c1ccc(/C=N/N2C(=O)C3C4C=CC(C4)C3C2=O)o1 (stereo not drawn)
→ 107, 0.4

Screening results: PubChem, ICCB-Longwood Screening Facility, Harvard Medical School
